# Assay outcomes: PubChem BioAssay, several laboratories
# Kir21 inh = blocks the mouse Kir2.1 inward-rectifier potassium channel. P35561. HEK293-Kir2.1, FluxOR thallium flux fluorescence; active compounds read low. B-score at 10 µM. hit rate 0.85% among 310,000. AID 1672;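 active = fluorescence ratio B-score at or below minus 3 SD of library scores, with starting-brightness B-score within 2 SD, cut at about -4.2 in these data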;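 note: channel flux triggered by added potassium and thallium sulfate stimulus; B-score of peak minus minimum fluorescence over baseline after thallium stimulus; more negative B-score means stronger Kir2.1 block with less thallium influx; some compounds called inactive have numbers as strong as hits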
# Target sequence (P35561 whole entry, looked up): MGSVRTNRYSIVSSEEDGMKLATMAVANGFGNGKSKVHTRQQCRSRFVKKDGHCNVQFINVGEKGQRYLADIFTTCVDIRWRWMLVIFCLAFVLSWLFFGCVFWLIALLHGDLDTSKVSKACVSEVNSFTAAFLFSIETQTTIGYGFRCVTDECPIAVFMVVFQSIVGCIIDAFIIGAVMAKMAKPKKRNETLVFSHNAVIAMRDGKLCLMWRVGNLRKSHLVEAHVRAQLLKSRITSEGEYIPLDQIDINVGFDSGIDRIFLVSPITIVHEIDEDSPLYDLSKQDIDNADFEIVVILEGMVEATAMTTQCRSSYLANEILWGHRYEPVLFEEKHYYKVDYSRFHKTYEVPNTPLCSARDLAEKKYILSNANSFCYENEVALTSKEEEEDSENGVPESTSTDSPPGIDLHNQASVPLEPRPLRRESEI
# STK33 kinase inh = blocks human STK33 kinase activity. purified STK33, MBP phosphorylation, ADP-Glo luminescence. Q9BYT3. hit rate 0.073% among 320,000. inhibition, % at 10 µM;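 active = inhibition at or above 25%, using the most active replicate where run in duplicate; inactive = inhibition below 25%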
# Target sequence (Q9BYT3 whole entry, looked up): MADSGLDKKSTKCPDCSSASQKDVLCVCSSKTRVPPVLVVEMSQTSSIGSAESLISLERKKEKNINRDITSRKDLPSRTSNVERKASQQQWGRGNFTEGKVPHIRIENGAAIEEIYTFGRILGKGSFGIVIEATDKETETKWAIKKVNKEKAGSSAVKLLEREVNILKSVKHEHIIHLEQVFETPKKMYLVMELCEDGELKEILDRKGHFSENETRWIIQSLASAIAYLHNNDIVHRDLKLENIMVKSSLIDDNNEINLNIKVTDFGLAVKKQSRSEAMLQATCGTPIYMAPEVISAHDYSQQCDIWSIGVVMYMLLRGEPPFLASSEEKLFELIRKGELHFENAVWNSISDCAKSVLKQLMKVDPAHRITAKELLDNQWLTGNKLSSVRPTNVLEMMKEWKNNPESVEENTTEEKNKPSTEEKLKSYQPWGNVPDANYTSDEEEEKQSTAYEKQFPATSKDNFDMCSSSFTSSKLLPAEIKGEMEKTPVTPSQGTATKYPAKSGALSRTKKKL
# * = called active by the depositor; nt = not tested or not shown; & = joins results of further samples.
STK33 kinase inh,Kir21 inh,mol
0.7,0.53,Cc1cccc(NC(=O)CSc2nnc(C)c(C)n2)c1
-1.2,0.14,S=C(Nc1ccc2c(c1)OCCO2)Nc1ccc2c(c1)OCO2
-1.2&-0.4,-1.2,Cc1cn([C@H]2C=C[C@@H](CO)O2)c(=O)[nH]c1=O
-0.7,-0.7,CC(CN1C(C)CCCC1C)OC(=O)c1cccc(Br)c1 (stereo not given)
-0.5,-2.2,CCOC(=O)c1c(NC(=O)CSc2nnnn2-c2ccccc2OCC)sc2c1CC(C)(C)NC2(C)C
0.5,0.29,O=C(Nc1ccc(N2CCCC2)c(Cl)c1)c1cccs1
-0.7,-0.27,CC1=C(C(=O)OC2CCCCCC2)C(c2ccc(C)o2)C2=C(CCCC2=O)N1 (stereo not given)
-0.9,nt,CSCCC(NC(=O)c1ccccc1)C(=O)NCCCn1nc(C)cc1C (stereo not given)
0.4,0.01,COc1ccccc1CNc1ccc([N+](=O)[O-])cc1C
-0.4,0.64,Cc1cccc(NC(=O)CSc2ncnc3c2oc2ccccc23)c1
-0.1,-1.2,CC(C)c1ccccc1NC1=CC(=O)CC(C)(C)C1
0.5,-1.4,COCCCn1c(SCC(=O)NCc2ccco2)nc2sc3c(c2c1=O)CCC3
0.7,-0.01,COc1nc(N(C)C)nc(N(C#N)S(=O)(=O)c2ccc(C)cc2)n1
-1.8,-0.08,COc1ccc(N2CCN(S(=O)(=O)CCNC(=O)COc3ccccc3OC)CC2)cc1
-1.9,2.6,COc1ccc(S(=O)(=O)N(CC(=O)NCCC(C)C)c2ccccc2)cc1OC
1.5,0.74,O=C1CCC(=O)N(O)CCCCCNC(=O)CCC(=O)N(O)CCCCNC(=O)CCC(=O)N(O)CCCCCN1
-1.0,0.79,CCC(C)(C(=O)Nc1ccc2c(c1)OCCO2)N(C(C)=O)c1ccc(C(N)=O)cc1 (stereo not given)
-2.3,0.02,CCn1c(=O)c2ccccc2n2c(SCC(N)=O)nnc12
0.1,nt,COc1cccc(NC(=O)CNc2cc(S(=O)(=O)N3CCOCC3)ccc2N2CCCC2)c1
-1.4,-1.2,CCC1C(=O)Nc2ccccc2N1C(=O)COc1ccccc1 (stereo not given)
0.5,nt,NC(=O)c1nc[nH]c1C(=O)Nc1cccc(C(F)(F)F)c1
0.6,0.65,COc1cc2[nH]c(=O)n(CCCCCC(=O)N3CC=C(c4ccccc4)CC3)c(=O)c2cc1OC
0.5,-1.5,COC(=O)c1cc(OC)c(OC)cc1NC(=O)C(C)Sc1ccc(C)cc1 (stereo not given)
-0.7,0.92,Cc1ccccc1C(=O)Nc1ccccc1-c1nnn(CC(=O)Nc2ccc3c(c2)OCCO3)n1
-2.1,0.04,CCC1(CC)N=C(c2ccccc2)C(=S)N1

# Overlap with the part before: two entries, then new ones.
STK33 kinase inh,Kir21 inh,mol
-0.7,0.92,Cc1ccccc1C(=O)Nc1ccccc1-c1nnn(CC(=O)Nc2ccc3c(c2)OCCO3)n1
-2.1,0.04,CCC1(CC)N=C(c2ccccc2)C(=S)N1
-2.5,-1.6,Cc1ccc(CSC2=NCCN2S(=O)(=O)c2ccccc2)cc1
-0.7,-0.52,Cc1ccc(NC(=O)C2CCN(C(=O)c3ccc(F)cc3)CC2)nc1
-1.9,-2.1,COc1ccccc1/C=C\C(=O)NCC(=O)N/N=C/c1cccc(OC)c1O
-0.2,nt,O=S(=O)(c1ccc(OCc2ccc(Br)cc2)cc1)N1CCOCC1
-1.0,-0.01,CC(C)Cc1ccc(S(=O)(=O)Nc2cccnc2)cc1
-2.4,-0.57,Cc1cccc(OCC(=O)NCCNC(=O)c2ccccn2)c1
-2.3,1.1,O=C(O)C(F)(F)S(=O)(=O)O
-0.5,-0.68,COc1ccc(OCC(O)CNS(=O)(=O)c2ccc(C)cc2)cc1 (stereo not given)
-2.4,0.94,CN(Cc1ccccc1)CC(O)COc1ccc(CNCc2nccn2C)cc1 (stereo not given)
-0.2,-0.56,CCOC(=O)C1CCCN(Cc2cccs2)C1 (stereo not given)
-1.4,-0.26,CCCc1nnc(SCC(=O)N2CCCCC2C)n1CC1CCCO1 (stereo not given)
-0.7,1.1,COc1cccc(CNC(=O)CCc2nc3cc(S(=O)(=O)N4CCOCC4)ccc3n2C)c1
-0.5,0.38,COc1ccc(OCC#CCNC(C)(C)C)cc1
-1.2,1.7,O=C(Oc1ccc2c(=O)c(Oc3ccc4ccccc4c3)coc2c1)c1cccnc1
-0.9,-1.1,COc1ccc(S(=O)(=O)N(CCc2ccccc2)CC(=O)NCCCO)cc1
0.9,-0.68,Cc1ccc(C)n1NC(=O)c1ccc(Cl)cc1Cl
-0.4,-0.35,Cc1ccc(C)c(Cn2c(CO)nc3ccccc32)c1
-3.2,1.4,O=C(NCCC1=CCCCC1)C(c1ccccc1)c1ccccc1
2.6,0.53,Cn1nnc(-c2ccc(OCc3ccccc3F)cc2)n1
-1.3,-0.68,Cc1ccc(S(=O)(=O)NCC(=O)OCC(=O)N(C)C2CCS(=O)(=O)C2)cc1 (stereo not given)
0.5,0.5,O=C(Nc1ccnn1C1CCN(CCCC2CCCC2)CC1)c1ccccc1Cl
0.3,2,Cn1c(=O)c2c3c(sc2n2c(SCc4ccccc4)nnc12)CCCC3
-0.6,0.62,Cn1c(=O)n(CC(=O)Nc2ccc(F)cc2)c2ccccc21
-1.3,1.3,COc1ccc(N2C(=O)CC(N3CCN(S(=O)(=O)c4cc(C)ccc4C)CC3)C2=O)cc1 (stereo not given)
-1.7,0.24,CCOC(=O)COn1c(=O)c(C)[n+]([O-])c2ccccc21

# Arranged by the number under Kir21 inh (ascending): five of the compounds above.
SMILES	STK33 kinase inh	Kir21 inh
Cc1ccc(CSC2=NCCN2S(=O)(=O)c2ccccc2)cc1	-2.5	-1.6
CC1=C(C(=O)OC2CCCCCC2)C(c2ccc(C)o2)C2=C(CCCC2=O)N1 (stereo not given)	-0.7	-0.27
CCCc1nnc(SCC(=O)N2CCCCC2C)n1CC1CCCO1 (stereo not given)	-1.4	-0.26
CCOC(=O)COn1c(=O)c(C)[n+]([O-])c2ccccc21	-1.7	0.24
COc1cccc(CNC(=O)CCc2nc3cc(S(=O)(=O)N4CCOCC4)ccc3n2C)c1	-0.7	1.1

# The listing picks up, repeating the 3 entries before the break.
STK33 kinase inh,Kir21 inh,mol
-0.6,0.62,Cn1c(=O)n(CC(=O)Nc2ccc(F)cc2)c2ccccc21
-1.3,1.3,COc1ccc(N2C(=O)CC(N3CCN(S(=O)(=O)c4cc(C)ccc4C)CC3)C2=O)cc1 (stereo not given)
-1.7,0.24,CCOC(=O)COn1c(=O)c(C)[n+]([O-])c2ccccc21
-1.3,-0.73,CCOC(=O)c1cc2cc(F)ccc2nc1C
-0.1,0.85,Cc1cc(C)cc(NC(=O)CSc2nc3ccccc3nc2N2CCCC2)c1
-0.9,-1,N#Cc1cccnc1N1CCC(C(N)=O)CC1
-0.8,nt,O=C(CCc1nc(-c2ccc(Cl)cc2)no1)NCc1ccccc1CN1CCOCC1
-1.3,0.01,COc1ccc(OC)c(NC(=O)CCNC(=O)Cn2ccc3ccccc3c2=O)c1
-0.9,0.81,Cc1cccc(-c2nnn(CC/C(N)=N/O)n2)c1
-0.8,0.77,Cc1ccc(C(=O)N/C(=C/c2ccc(C(C)C)cc2)C(=O)NCCCN2CCOCC2)cc1
-1.7,-0.01,COc1ccc(CNC(=O)/C=C/c2ccccc2[N+](=O)[O-])cc1
-2.8,0.14,Cc1cc(C)c2sc(NNC(=O)c3ccc(S(=O)(=O)N4CCc5ccccc5C4)cc3)nc2c1
-2.7,2.7,CCOC(=O)C1CCCN(CCC(=O)Nc2c(C(=O)OC)[nH]c3cc(OC)ccc23)C1 (stereo not given)
1.7,0.37,Cc1nn2c(c1-c1ccc(Cl)cc1)N=C(c1ccco1)CC2c1ccccc1 (stereo not given)
-0.4,0.93,CCOC(=O)c1cc2c(=O)n3ccccc3nc2n(CC2CCCO2)c1=NC(=O)/C=C/c1ccccc1 (stereo not given)
-1.4,2.4,Cc1sc(NC(=S)NC(=O)c2ccco2)c(C#N)c1C
-1.3,2.7,O=C1CCCC2=C1C(c1cccs1)n1nc(SCc3ccc(C(=O)O)cc3)nc1N2 (stereo not given)
-1.3,3,c1ccc(-c2cc(-c3nnc4n3N=C(c3ccc5ccccc5c3)CS4)[nH]n2)cc1
-1.6,-0.34,O=C1NCC(c2ccccc2)C1C(=O)N/N=C\c1ccc(-c2ccc(Cl)c(Cl)c2)o1 (stereo not given)
-0.4,-1.6,Nc1nc2n(n1)C(=O)CC(c1ccccc1)N2 (stereo not given)
-0.7,0.79,COc1ccccc1CNC(=O)Cc1ccccc1
0.0,0.54,Cc1cc(=O)oc2n[nH]c(-c3ccccc3)c12
-2.9,0.02,COc1cc(S(=O)(=O)N2CCOCC2)ccc1F
-1.0,0.53,CCOc1ccccc1-n1c(SCC(=O)Nc2nccs2)nnc1-c1ccoc1C
-0.8,0.21,CN(C(=O)CSc1nnn(C)n1)c1ccccc1
-1.1,-1.8,Nc1ccc(-c2nnc(-c3ccccc3)o2)cc1
-1.0,0.39,COC(=O)C/C=C/[C@@H](C)[C@@H](/C=N/O[C@H](C)c1cn([C@@H]2COC[C@H]2O)nn1)NS(=O)(=O)c1ccc(C)cc1
-1.4,0.01,Cc1ccc(/C=C/C(=O)NCCCn2ccnc2)cc1
-2.3,-0.3,CCCNC(=O)c1cc(-c2ccc(Br)cc2)on1
2.8,1.1,CCn1cc(C(=O)NC(=S)Nc2ccccc2Br)cn1
0.1,-0.39,CC(C)c1ccc(CN(C(=O)c2ccco2)C2CCS(=O)(=O)C2)cc1 (stereo not given)
-1.0,0.21,COc1ccc(OCC(O)CNC(=O)Nc2cc(C)cc(C)c2)cc1 (stereo not given)
-5.1,0.84,COc1ccccc1Cn1c(=S)[nH]c2cc(C(=O)N3CCN(C)CC3)ccc2c1=O
0.4,0.01,CNc1c([N+](=O)[O-])cnn1-c1ccc(C)cc1
1.1,-1.4,COc1ccc(CNC(=O)COc2ccc(C)nc2[N+](=O)[O-])cc1
0.3,0.55,CCOC(=O)C1CCN(S(=O)(=O)c2ccc(NC(=O)c3ccco3)cc2)CC1
-1.4,0.51,CCN(CC)C(=O)CSc1nc2ccccc2c(=O)n1CC1CCCCC1
0.5,0.82,Cc1cc(C)cc(OCC(=O)Nc2ccc3c4c(cccc24)CC3)c1
-1.4,-0.24,O=C(O)c1ccc(NS(=O)(=O)c2ccc(Cl)c(C(=O)Nc3ccccc3)c2)cc1
-1.3,-0.1,CCOc1ccc2[nH]c(=O)c(C(c3nnnn3Cc3ccco3)N3CCN(C)CC3)cc2c1 (stereo not given)
-2.6,0.86,OC(CNCCc1ccc(Cl)cc1)COCc1ccco1 (stereo not given)
2.0,0.3,CCOc1ccc(/C(O)=C2/C(=O)C(=O)N(c3nc(C)c(C)s3)C2c2ccco2)cc1 (stereo not given)
-1.0,nt,CCOC(=O)C1=C(CSc2nc(C)cc(C)c2C#N)OC(N)=C(C#N)C1c1cccs1 (stereo not given)
0.3,-1,FC(F)(F)C(Oc1nc(Nc2ccc(Cl)cc2)nc(N2CCOCC2)n1)C(F)(F)F
-0.3,3.9,CCCC(=O)Nc1nc2ccc3nc(C)sc3c2s1
-0.8,-0.21,Cc1ccccc1S(=O)(=O)Cc1ccc(C(=O)N2CCN(C3CCCCC3)CC2)o1
-1.6,0.05,COc1ccc(C2OC(=O)CC2C(=O)NCc2ccc(Cl)cc2)cc1OC (stereo not given)
-1.7,0.06,Cc1cccc(C(C(=O)NC2CCCCC2)N(C(=O)c2csnn2)C2CC2)c1 (stereo not given)
-1.2,-0.84,CCN(CC(=O)NC1CCS(=O)(=O)C1)S(=O)(=O)c1ccc2ccccc2c1 (stereo not given)
-1.9,-0.67,Cc1cc(C(=O)OCC(=O)NC(C)c2ccccc2)c(C)o1 (stereo not given)
0.2,-1.3,COc1ccccc1NS(=O)(=O)c1cccc(N2CC(O)=C(c3ccccc3)C2=N)c1
-2.0,-0.65,CCOc1ccc(-c2cn(-c3ccccc3OC)c(=S)[nH]2)cc1
nt,0.04,COc1ccc(C(=O)N2CCN(c3ncnc4c(-c5ccccc5)nsc34)CC2)cc1

# (list continues)
STK33 kinase inh,Kir21 inh,mol
-0.6,nt,NS(=O)(=O)c1cc(C(=O)O)cc(N2CCCC2)c1Oc1ccccc1
nt,-7.1*,Cc1nnc(Sc2cc(NCCCO)c([N+](=O)[O-])c3nonc23)s1
-0.6,0.49,CCOc1ccc(S(=O)(=O)N2CCC(C(=O)N3CCN(c4ccccc4)CC3)CC2)cc1
-0.9,-2.3,COc1ccc(S(=O)(=O)N2CCC(C(=O)N[C@@H](C)C(=O)NCc3ccc(F)cc3)CC2)cc1
0.0,-0.27,COc1ccc(S(=O)(=O)N(CC(=O)N2CCOCC2)Cc2ccccc2)cc1
0.3,0.36,COc1cc(C2CC(=O)Oc3c(C(CCN4CCOCC4)c4ccc(N(C)C)cc4)c(OC)cc(OC)c32)cc(OC)c1OC (stereo not given)
-1.8,2.5,COc1ccc(C2C(Oc3ccccc3)C(=O)N2c2cc(C)ccc2C)cc1OC (stereo not given)
-0.4,1.2,Cc1ccccc1CN1CCN(Cc2cc(=O)c3ccccc3[nH]2)CC1CCO (stereo not given)
-2.0,-2.4,O=C(NNC(=S)NC(=O)c1ccc(F)cc1)c1cccnc1
-0.3,0.27,CCCc1cc(=O)oc2cc(OCc3ccc(C(=O)O)o3)ccc12
1.2,-0.41,C=CCNC(=O)c1snnc1-c1ccccc1
0.7,nt,COc1cc(OC)cc(-c2sc3ccc(OC)cc3c2-c2ccc(O)cc2)c1
nt,0.04,Nn1c(COc2ccc(Cl)cc2)nc2ccccc2c1=O
